Source: PubChem (National Center for Advancing Translational Sciences (NCATS))
UDG counterscr = Primary qHTS assay for inhibitors of Activation Induced Cytidine Deaminase (AID): UDG Counterscreen signal | Uracil-DNA glycosylase | FRET deamination/UDG coupled assay, UDG read, 4 h | Potency, µM (top dose mostly 115 µM), for the others: at the highest dose activity change, negative = inhibition, hits mostly inhibitors | 91,000 compounds, 0.14% hits | AID 1347430, 2020; further: nearly all actives have a fitted effect of over 65% in size
AID inhibitor = Primary qHTS assay for inhibitors of Activation Induced Cytidine Deaminase (AID): AID signal | AID 1347428, 2020 | 91,000 compounds, 0.32% hits | Potency, µM (top dose mostly 115 µM), for the others: at the highest dose activity change, negative = inhibition, actives largely listed as inhibitors | AID deamination FRET fluorescence, UDG-coupled, 4 h; further: nearly all actives have a fitted effect of over 25% in size
Target sequence (Q9GZX7 whole entry, looked up): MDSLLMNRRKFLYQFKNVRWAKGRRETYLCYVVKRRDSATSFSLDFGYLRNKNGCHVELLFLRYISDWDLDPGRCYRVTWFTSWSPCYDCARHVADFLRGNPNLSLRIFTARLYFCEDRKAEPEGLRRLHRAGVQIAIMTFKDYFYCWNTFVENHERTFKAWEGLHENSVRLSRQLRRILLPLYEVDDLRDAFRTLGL
* marks the source's active call; other numbers are inactive results; ? = inconclusive; & = joins results of further samples; [ ] = remark or other dose. The call rests on the fitted dose curve; in most records, active means well fitted curve in the direction sought with a large enough effect; inconclusive means small, poorly fitted or top-dose-only effect, or another doubt; inactive means no such curve, though single readings can be large; an effect the other way counts as inactive or inconclusive. On the % scale 0 is the no-effect control and ±100 the full control effect; potency means the concentration at half of the fitted maximal effect.

SMILES	UDG counterscr	AID inhibitor
COCCn1cnnc1SCc1ccc(F)cc1Cl	5%	4%
COc1ccc(-c2nc(SCC(=O)NCc3nc4ccccc4n3C)n3[nH]c(=O)cc3n2)cc1	-9%	7%
Cc1ccccc1C1CC(=O)Nc2ccc3ccccc3c21 (centres undefined)	-2%	2%
CCN(C(=O)Cn1c(C(=O)OC)cc2sc(Cl)cc21)c1cccc(C)c1	-4%	4%
Cc1c2c(nc3ccccc13)-c1ccccc1CC2	-6%	12%
Cc1ccc(NC2=C(c3ccc(C(F)(F)F)cc3)C(=O)c3ccccc32)cc1C	-9%	34%[activator]
Cc1ccc(Nc2c(-c3ccccc3O)nc3cc(C)ccn23)cc1	-11%	4%
Cc1ccc(-c2nc(-c3nc(-c4ccc(C)cc4C)cs3)sc2C)cc1	0%	-8%
O=C(O)COc1ccc(/C=C2/NC(=O)NC2=O)cc1Br	4%	4%
C=Cc1ccc(Cn2c(C(=O)O)c(CNCc3cccs3)c3ccc(C)cc32)cc1	-5%[57.5 µM]	-9%
Cc1ccc(N2CC(C(=O)NCc3nnnn3-c3ccc(C)c(C)c3)CC2=O)cc1 (centres undefined)	6%	-7%
Cc1c(Cl)cccc1N1C(N)=C(C#N)C(c2cc(CN3CCOCC3)cs2)C2=C1CCCC2=O (centres undefined)	-8%[57.5 µM]	-20%
CCc1ccc(-c2nc(-c3nc(-c4ccc(C)cc4C)cs3)sc2C)cc1	0%	-7%
COc1ccc(C(=O)c2oc3ccccc3c2NC(=O)COc2c(C)cc(C)cc2C)cc1	-5%	3%
CCN(CC)S(=O)(=O)c1ccc(NS(=O)(=O)c2cccc(C#N)c2)cc1	12%	2%
O=C(CN1CCN(S(=O)(=O)c2cc(Cl)ccc2Cl)CC1)Nc1cccc(F)c1	-25%	?
C=C(C)COc1ccccc1N	4%	0%
COc1cc(NC(=O)Cn2nc3c(cc2=O)CC(C)CC3)cc(OC)c1OC (centres undefined)	1%	2%
Cc1ccc(-c2cn3c(n2)sc2cc(C(=O)NCCC4=CCCCC4)ccc23)cc1	15%	-9%
Cc1ccc(CNC(=O)c2ccc(CSCc3cccc(C)c3)o2)cc1	-19%&-13%	?
COc1ccc(N(C)S(=O)(=O)c2ccc3c(c2)n(C)c(=O)c(=O)n3C)cc1	-20%	-14%
Cc1nn(CC(=O)NCc2cccc(F)c2)c(=O)c2c(C)n(-c3ccc(Cl)cc3)nc12	3%	0%
O=C(NC(=O)c1cccc(F)c1)Nc1ccc(-c2cc(C(F)(F)F)nn2-c2ccccc2)cc1	0%	-17%
CCc1cc2c(cc3c(=O)n(CC(=O)NCCc4ccc(OC)cc4OC)nc(CC)n32)s1	2%	4%
COc1ccc(Cc2c(C)nn(-c3nc(C)c(C(=O)Nc4cccc(C(C)=O)c4)s3)c2C)cc1	-10%	0%
Following part.
SMILES	UDG counterscr	AID inhibitor
Cc1cc(SC(C(=O)O)c2ccccc2)ncn1 (centres undefined)	5%	1%
O=C(CCC(=O)c1ccc(Cl)cc1)OC1CCCCC1=O (centres undefined)	4%	6%
CCNC(=O)NC(=O)COC(=O)c1cc(-c2ccco2)nc2ccccc12	-4%	0%
CCCN(CCC)C(=O)C1CCCN(c2ncnc3onc(-c4ccc(F)cc4)c23)C1 (centres undefined)	3%	10%
CC(C)CC(NC(N)=O)C(=O)NCCc1ccc(C(F)(F)F)cc1 (centres undefined)	1%	-2%
Cc1oc2cc(OC(=O)c3ccc4c(c3)OCO4)ccc2c(=O)c1-c1ccccc1	1%	-7%
COc1ccc(S(=O)(=O)c2cn(CC(=O)Nc3ccccc3)c3ccc(Cl)cc3c2=O)cc1	9%	11%
Cc1cc(C)c2c(=O)cc(C(=O)Nc3sc4c(c3C#N)CCCC4)oc2c1	0%	1%&4%
Cc1nc(-c2cccc(N3CC(C(=O)NC4CCCCCC4)CC3=O)c2)no1 (centres undefined)	-5%	-8%
CC1(C)CC(NC(=O)CCc2ccccc2)CC(C)(C)N1	-1%	-5%
O=CN1CCN(C(C(=O)O)c2cn(CCC(=O)O)c3cc(Br)ccc23)CC1 (centres undefined)	-10%	12%
Cc1ccc(C2c3[nH]c4ccccc4c3CCN2C(=O)CSCc2ccc(F)cc2)cc1 (centres undefined)	-15%[57.5 µM]	?
Cc1cc(C)c2c(=O)nc(SCc3ccccc3C)n(C3CC3)c2n1	1%	-5%
COc1cccc(/C=C/c2nc(C#N)c(NC3CCCCC3)o2)c1	-3%&7%	-2%&6%
Cc1ccc(CNC(=O)NCCNc2ncccn2)cc1	-2%	-7%
COc1ccccc1N1CCN(C(c2ccc(Cl)cc2)c2nnc(-c3cccc(F)c3)o2)CC1 (centres undefined)	-15%	?
Oc1ccc(-c2nc3ccccn3c2Nc2ccc3c(c2)OCCO3)cc1	9%	47%[activator]
CCCCOc1cccc(NC(=O)CSc2nnc(C)s2)c1	-7%[57.5 µM]	2%[57.5 µM]
O=S(=O)(O)NCCCO	-8%	5%
CC(Sc1nnc(-c2nn(Cc3ccccc3)c(=O)c3ccccc23)o1)C(=O)N1CCCC1 (centres undefined)	-7%	-23%
CCOc1ccc2c(=O)c(-c3ccc(OC)cc3)c(C(F)(F)F)oc2c1	6%	-6%
Cc1ccc(Oc2ccc(-c3ccc(Oc4ccc(C)c(C)c4)cc3)cc2)cc1C	-5%	5%
CCOC1CSc2sc(=S)sc2S1 (centres undefined)	-4%	?
COc1ccc(-n2ncc(C(=O)N3CCOCC3)c2C2CCN(C(=O)OC(C)(C)C)CC2)cc1	?	12%
Cc1ccc2occ(CC(=O)Nc3nnc(C(C)C)s3)c2c1	-2%	-10%

3 structures already listed, sorted by heavy-atom count, largest number first:
SMILES	UDG counterscr	AID inhibitor
COc1ccccc1N1CCN(C(c2ccc(Cl)cc2)c2nnc(-c3cccc(F)c3)o2)CC1 (centres undefined)	-15%	?
CCNC(=O)NC(=O)COC(=O)c1cc(-c2ccco2)nc2ccccc12	-4%	0%
CCCCOc1cccc(NC(=O)CSc2nnc(C)s2)c1	-7%[57.5 µM]	2%[57.5 µM]

Taken from above.
AID inhibitor, Cc1cc(C)c2c(=O)cc(C(=O)Nc3sc4c(c3C#N)CCCC4)oc2c1 reads 1%&4%
UDG counterscr, CCOC1CSc2sc(=S)sc2S1 (centres undefined) reads -4%
UDG counterscr, COc1cccc(/C=C/c2nc(C#N)c(NC3CCCCC3)o2)c1 reads -3%&7%
AID inhibitor, Cc1cc(SC(C(=O)O)c2ccccc2)ncn1 (centres undefined) reads 1%
AID inhibitor, Cc1ccc(CNC(=O)NCCNc2ncccn2)cc1 reads -7%
UDG counterscr, Cc1oc2cc(OC(=O)c3ccc4c(c3)OCO4)ccc2c(=O)c1-c1ccccc1 reads 1%
UDG counterscr, CCOc1ccc2c(=O)c(-c3ccc(OC)cc3)c(C(F)(F)F)oc2c1 reads 6%

Carrying on:
SMILES	UDG counterscr	AID inhibitor
CCc1nc2ccc(C(=O)NCCc3ccc(OC)c(OC)c3)cc2nc1CC	-17%	-1%
Nc1c(N(Cc2ccco2)C(=O)COc2ccc3ccccc3c2)c(=O)[nH]c(=O)n1Cc1ccccc1	3%	6%
CC(CC(=O)Nc1cccc(C(N)=O)c1)(C(=O)O)c1ccccc1 (centres undefined)	0%	1%
CCCn1c(C(O)(c2nc3ccccc3n2CCC)C(F)(F)F)nc2ccccc21	0%	-3%
Clc1cccc(Nc2nc(NC3CCCC3)nc3c2cnn3-c2ccccc2)c1	0%	-11%
CCOC(=O)c1sc2ncn(CC(=O)Nc3ccc(C)cc3Br)c(=O)c2c1C	-1%	20%
Cc1ccc(NC(=O)CSCn2nnc3c(=O)[nH]c(Cc4ccc(F)cc4)nc32)c(C)c1	-8%&-9%	-2%&-3%
Cc1ccccc1OCc1ccc(-c2nc(C#N)c(N3CCN(c4ccccc4)CC3)o2)o1	-8%	-4%
CSc1cccc(NC(=O)Cn2cnc(S(=O)(=O)N3CCCC3)c2)c1	-3%	3%
O=C(CN1C(=O)COc2ccc(S(=O)(=O)N3CCCCCC3)cc21)Nc1cccc(Cl)c1	1%	1%
Cc1ccc(CSc2nc3nccnc3c(=O)n2Cc2ccc3c(c2)OCO3)cc1	5%	-19%
CCOC(=O)c1c(C)oc2nc(C)nc(NCCCN3CCN(c4cccc(C)c4)C(C)C3)c12 (centres undefined)	-1%	2%
COC(=O)CNC(=O)/C=C/c1ccccc1	10%	7%
CC(C)c1cccc(C(C)C)c1NC(=O)CC1C=CCC1 (centres undefined)	2%	5%
C/C(=N\O)c1cc2cc(Br)cc(Br)c2oc1=O	-1%	10%
COc1ccc(CCNC(=O)c2csc(NC(C)C)n2)cc1	5%	-1%
O=C(N/N=C/c1c(Cl)cccc1Cl)c1cccs1	6%	-10%
COc1cccc(-n2c(=O)c3cc(OC)c(OC)cc3n(CC(=O)Nc3ccc(F)cc3)c2=O)c1	-8%	11%
CN(Cc1ccccc1)C(=O)c1cc2c(=O)n(C)c3ccccc3c2s1	2%	11%
CCC(C)NC(=O)C1=CC(c2cc(OC)ccc2OC)=NS(=O)(=O)N1C (centres undefined)	-2%	6%
Cc1cc(C)n(-c2nc3c(c(=O)n(CC(N)=O)c(=O)n3C)n2CCc2ccccc2)n1	-10%	-7%
COc1ccc(/C=N/O)cc1	4%	1%
Cc1ccc(C)c(NC(=O)CSc2cn(CC(=O)N3CCCCC3)c3ccccc23)c1	-12%	42%[activator]
C=CC(C)=C[C@@]1(C)SC(=O)C(C)=C1O	-4%	7%
COc1ccc(OC)c(CNC(=O)N2CCc3sccc3C2)c1	3%	0%

In a second layout: entries from further up
Molecule | UDG counterscr | AID inhibitor
CSc1cccc(NC(=O)Cn2cnc(S(=O)(=O)N3CCCC3)c2)c1 | -3% | 3%
O=C(CN1C(=O)COc2ccc(S(=O)(=O)N3CCCCCC3)cc21)Nc1cccc(Cl)c1 | 1% | 1%
Cc1ccc(CSc2nc3nccnc3c(=O)n2Cc2ccc3c(c2)OCO3)cc1 | 5% | -19%
CCOC(=O)c1c(C)oc2nc(C)nc(NCCCN3CCN(c4cccc(C)c4)C(C)C3)c12 (centres undefined) | -1% | 2%

Further compounds:
SMILES	UDG counterscr	AID inhibitor
CCn1cc2nc(SCC(=O)Nc3ccc(C)cc3)n(Cc3ccc(C)cc3)c(=O)c2n1	7%	?
CCOC(=O)c1ccc(NC(=O)CCn2cnnn2)cc1	-5%	1%
COc1ccc(N(C)C(=O)CCc2c[nH]c3ccccc23)cc1OC	-10%	-11%
CCOc1ccc(-c2nnc(SCC(=O)c3ccc(F)cc3)n2-c2ccccc2)cc1	-17%	-23%
Cn1c(CSc2ccccc2Cl)nc2c1c(=O)[nH]c(=O)n2C	1%	-11%
O=C(O)c1cc(I)ccc1Br	-15%	1%
O=C(c1ccccc1Br)N(Cc1ccco1)C1CCS(=O)(=O)C1 (centres undefined)	?	16%
FC(F)(F)c1cccc(NC(=S)NC2CC2)c1	3%	3%
Cn1nnnc1SCCCNCc1ccccc1OCc1ccccc1F	0%	-2%
O=S(CCO)CCO	-2%	-1%
Cc1ccc(C(=O)c2cn(Cc3ccccc3F)c3cc4c(cc3c2=O)OCO4)cc1	-6%	40µM*
CC1(C)CC(=O)C2=C(C1)NC(=O)CC2c1ccc(OCc2ccccc2)cc1 (centres undefined)	-1%	-5%
COC(=O)C(C(=O)OC)C(c1ccc(Cl)cc1)C(C)C(=O)c1ccc(C)cc1 (centres undefined)	-8%	-1%
COc1ccccc1NC(=O)C(=O)c1cc(C)n(-c2ccccc2F)c1C	-1%	-7%
Cc1sc(-n2cccc2)c(C(C)NC(=O)Nc2cccc(C(F)(F)F)c2)c1C (centres undefined)	-4%	7%
COc1ccc(-c2nc(CSCC(=O)NCCc3ccc(OC)c(OC)c3)c(C)o2)cc1	-18%	-22%
COc1ccc(-n2nnc(C(=O)NCc3ccccc3)c2N)cc1OC	?	-10%
O=C(N/N=C/c1ccc(Cl)cc1Cl)c1cccs1	6%	1%
Cc1csc2nc(COc3ccc(NC(=O)COc4ccccc4)cc3)cc(=O)n12	-10%	6%
N#Cc1cccc(NC(=O)NCCNc2ncccc2C(F)(F)F)c1	-7%	-12%
O=C(Cc1cccs1)NC1CCSC1=O (centres undefined)	-5%	2%
O=C1CC(=O)CC(c2cccc(Cl)c2)C1	9%	16%
CN(C)CCCNC(=O)c1nc(CC(=O)Nc2cccc3ncccc23)no1	-3%	20%
Cc1ccc(-c2noc(Cn3cnc(C#N)n3)n2)cc1	-16%	3%
CCOC(=O)c1ccc(NC(=O)CN2C(=O)c3cccnc3Oc3ccc(Cl)cc32)cc1	-4%	-18%
O=C1O/C(=C/Br)CCC1c1cccc2ccccc12 (centres undefined)	-8%	?
O=C(Nc1c(-c2ccc(F)cc2)nc2ccccn12)c1ccccc1F	-5%	-10%
O=c1[nH]c(=O)c2nc3ccccc3nc2[nH]1	5%	14%
O=C(Nc1ccccc1F)c1cccc2c(Cl)cccc12	-1%	4%
Oc1ccc(Cl)cc1C=Nc1ccc(Cl)cc1C(F)(F)F	-4%	-13%

Retrieved one by one from above:
SMILES	UDG counterscr	AID inhibitor
COc1cccc(/C=C/c2nc(C#N)c(NC3CCCCC3)o2)c1	-3%&7%	-2%&6%
C=C(C)COc1ccccc1N	4%	0%

Not all compounds are listed; count on the stated rates, not on these rows.
